Screens deposited in PubChem by Broad Institute.
C2C12 statin: suppressors of statin myotoxicity in C2C12 myotubes, primary screen, cell-based, single point, plate reader. hit rate 0.78% among 330,000. rescue of ATP level, % at 7.49 µM. AID 602340, 2012. C2C12 myotubes + simvastatin, ATP luminescence, 48 h; scaled: DMSO 0, geranylgeraniol control 100;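 active means mean ATP rescue above about 67%, or every replicate alone reaching that limit, limit read from the data, passing the limit was not always enough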;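 further: myotubes were challenged with 10 µM simvastatin during compound exposure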
FN deposit inh: inhibitors of fibronectin matrix deposition, primary screen, AH1F cells, Alexa488-fibronectin fluorescence, plate reader; hit rate 0.086% among 350,000; AH1F fibroblasts, overnight; AID 743247, 2014; inhibition, % at 12.6 µM;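 active means mean inhibition across replicates of 30% or more, regardless of how many single replicates reach that level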;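 further: positive control wells lacked labelled fibronectin entirely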
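Schedule: 1 h cell adhesion before compound, then overnight fibronectin incubation; test system: AH1F fibroblast monolayer depositing Alexa488-labelled fibronectin into matrix; quantity: 10000 AH1F cells per well; probe or stimulus: fluorescent fibronectin at 24 nM final; signal: fluorescence, ex 485 nm, em 525 nm; evaluation: percent inhibition as loss of matrix-bound fibronectin fluorescence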
SIRT5 inh: SIRT5 desuccinylase inhibitors, primary screen, biochemical, fluorescence imaging, single point, set 5. NAD-dependent protein deacylase sirtuin-5, mitochondrial (Homo sapiens), Q9NXA8. Purified SirT5, succinyl-peptide AMC, trypsin-coupled fluorescence. inhibition, % at 15 µM. hit rate 1.1% among 330,000; in the data active means inhibition above about 15%
Target sequence (Q9NXA8 whole entry, looked up): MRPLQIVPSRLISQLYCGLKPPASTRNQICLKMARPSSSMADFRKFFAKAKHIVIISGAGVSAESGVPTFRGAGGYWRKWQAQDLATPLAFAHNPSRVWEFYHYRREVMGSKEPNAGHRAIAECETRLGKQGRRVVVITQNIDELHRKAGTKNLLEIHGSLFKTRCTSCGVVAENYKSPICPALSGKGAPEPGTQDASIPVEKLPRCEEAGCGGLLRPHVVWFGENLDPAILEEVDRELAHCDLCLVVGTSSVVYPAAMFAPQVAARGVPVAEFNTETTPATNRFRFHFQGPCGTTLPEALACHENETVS
CASP6 VEID inh: human caspase-6 inhibitors, primary screen, biochemical, VEID-R110 fluorescence, single point, set 2 | hit rate 0.53% among 350,000 | inhibition, % at 12.5 µM | P55212 | purified caspase-6, Z-VEID-R110 cleavage fluorescence;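 active means mean inhibition across replicates at least about 35%, with every replicate also reaching that limit, limit read from the data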;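 further: 0% = median of neutral control wells and 100% = no fluorescence left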
Target sequence (P55212 24-179 limits assumed): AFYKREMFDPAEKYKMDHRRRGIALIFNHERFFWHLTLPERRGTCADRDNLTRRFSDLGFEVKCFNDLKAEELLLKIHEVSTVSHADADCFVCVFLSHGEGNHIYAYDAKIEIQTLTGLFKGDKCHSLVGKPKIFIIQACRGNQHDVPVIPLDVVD
Target sequence (P55212 194-293 limits assumed): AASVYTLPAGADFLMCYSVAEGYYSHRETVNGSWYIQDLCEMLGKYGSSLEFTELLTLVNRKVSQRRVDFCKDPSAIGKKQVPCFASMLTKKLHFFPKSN
S100A4 inh HTS: inhibitors of S100A4-myosin IIA peptide binding, primary screen, biochemical, fluorescence polarization, TAMRA-MyoIIA peptide. inhibition, % at 10.7 µM. hit rate 0.14% among 360,000. AID 652163, 2013;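 active means mean inhibition of at least 70% across replicates, with every replicate also reaching that level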
Target sequence (P26447 whole entry, looked up): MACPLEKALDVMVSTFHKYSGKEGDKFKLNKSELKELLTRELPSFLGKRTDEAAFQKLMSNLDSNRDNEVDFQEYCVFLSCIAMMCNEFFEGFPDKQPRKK
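System – human S100A4 monomer protein, biochemical binding assay · Buffer or medium – Calcium-containing HEPES buffer, pH 7.2 · Timing – 5 min between mix addition and reading · Also added – TAMRA-labelled myosin IIA heavy-chain peptide probe, 5 nM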
LGR2 inh: inhibitors of bursicon-induced LGR2 CRE-luciferase signal, primary screen, cell-based, HEK293, CRE-luciferase reporter, bursicon stimulation; Drosophila bursicon receptor LGR2 (rickets); bursicon-stimulated, 4 h; inhibition, % at 9.99 µM; AID 720647, 2013; hit rate 0.35% among 380,000;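 active means drop in luminescence signal, shown as inhibition above about 50% in the replicate tests, limit read from the data, passing the limit was not always enough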;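 further: agonist challenge used bursicon conditioned medium at about half maximal strength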
esBAF inh: Bmi1 luciferase reporter increase in mESCs, primary screen, esBAF inhibitor project, mouse ES cells, Bmi1 luciferase knock-in, single point. 24 h; 100% = twice the neutral-well signal. hit rate 2% among 350,000. reporter increase, % at 12.5 µM; in the data active means activation above about 40%;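 further: 0% = median of the plate's neutral control wells and 100% = double that signal; a rise in the Bmi1 reporter signal indicates esBAF inhibition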
The depositor's hits bear a star; . = no result given; & = joins results of further samples.

A first look (4 entries):
SMILES	C2C12 statin	FN deposit inh	SIRT5 inh	CASP6 VEID inh	S100A4 inh HTS	LGR2 inh	esBAF inh
Cc1ccccc1NC(=O)c1onc2c1CCCC2	140*	.	.	.	.	-85	27
Cc1nnc(SCCn2c(N3CCC(C)CC3)nc3c2c(=O)[nH]c(=O)n3C)s1	6	3	.	.	.	.	-3
CC(C)(O)C#Cc1cccc(-c2nc(C(=O)O)cc3c2[C@H](CCO)N(S(=O)C(C)(C)C)C3)c1 (some centres not stated)	.	2	-4	24	0	4	-7
O=c1[nH]c(SCc2ccc(F)cc2Cl)nc2ccccc12	-16	2	0	-2	3	-4	31

The listing, previewed entries included:
SMILES	C2C12 statin	FN deposit inh	SIRT5 inh	CASP6 VEID inh	S100A4 inh HTS	LGR2 inh	esBAF inh
Cc1ccccc1NC(=O)c1onc2c1CCCC2	140*	.	.	.	.	-85	27
Cc1nnc(SCCn2c(N3CCC(C)CC3)nc3c2c(=O)[nH]c(=O)n3C)s1	6	3	.	.	.	.	-3
CC(C)(O)C#Cc1cccc(-c2nc(C(=O)O)cc3c2[C@H](CCO)N(S(=O)C(C)(C)C)C3)c1 (some centres not stated)	.	2	-4	24	0	4	-7
O=c1[nH]c(SCc2ccc(F)cc2Cl)nc2ccccc12	-16	2	0	-2	3	-4	31
Cc1cccc(NC(=O)c2ccc3c(c2)C(=O)N(c2ccccc2C)C3=O)n1	2	-3	1	0	7	-12	9
O=C(CNC1CCCCCC1)Nc1ccc(S(=O)(=O)NC2CC2)cc1	-1	.	.	.	.	11	2
CO[C@@H]1CN(C)C(=O)c2cc(NC(=O)CC(F)(F)F)ccc2OC[C@H](C)N(S(=O)(=O)c2cn(C)cn2)C[C@H]1C	.	-2	1	2	-22	-2	.
N#CNC(=Nc1ccc(F)cc1)SCc1ccccc1	.	3	0	2	-4	.	.
CC(C(=O)NC(=O)NC1CCCCC1)N1CCN(C(c2ccccc2)c2ccccc2)CC1 (configuration not stated)	15	3	.	.	.	.	-5
Cn1nc(C(=O)OCC(=O)Nc2sccc2C(N)=O)c2ccccc2c1=O	.	-4	-1	1	5	16	.
COCCNC(=O)C[C@H]1CC[C@H](NS(=O)(=O)c2ccc(C)cc2)[C@@H](CO)O1	2	11	-3	-1	-1	11	-2
CC(C)(C)c1ccc(Cn2ccc(-c3ccc4c(c3)OCO4)n2)cc1	-39	0	.	.	.	.	22
Cc1ccc2c(c1)N(CC(=O)NCCc1ccc(Cl)cc1)C(=O)c1cccnc1O2	1	7	.	0	-2	16	-1
N/C(=N\OC(=O)c1ccc2c(c1)OCO2)c1cccc([N+](=O)[O-])c1	.	-7	-2	-1	-6	-31	.
Cc1ccc(S(=O)(=O)N[C@@H](C)CO)cc1	.	9	-2	1	1	4	.
C=CCn1c(O)c(/C=C2\C=NN=C2c2ccccc2)sc1=S	.	4	18*	5	-3	-2	.
CCOC(=O)NC(=O)COC(=O)c1ccc(O)cc1	.	.	-4	1	-3	5	.
O=C(Oc1cccc(NC(=O)c2ccco2)c1)c1cccc(S(=O)(=O)N2CCCC2)c1	3	4	.	.	.	.	11
Cc1ccc(-c2nn(C)c(=O)c3ccccc23)cc1CN1CCOCC1	11	10	.	.	.	.	-8
Cc1cc2c(OCC(O)CNC3CCCCC3)cccc2[nH]1 (configuration not stated)	14	.	-6	-17	-4	-4	-5
COc1cc(CN2CC3(CCN(C(=O)Nc4c(C)noc4C)CC3)c3c([nH]c4cc(OC)ccc34)[C@@H]2CO)cc(OC)c1	.	.	1	1	-4	-8	.
CN1CCN(C(=O)C[C@H]2CC[C@H](NC(=O)c3ccc4c(c3)OCO4)[C@H](CO)O2)CC1	7	-13	3	1	-18	-10	0
COc1ccc(C#Cc2ccc3c(c2)O[C@@H](CN(C)C(=O)c2ccccn2)[C@@H](C)CN([C@@H](C)CO)S3(=O)=O)cc1	22	.	3	2	-4	9	13
CC(C)(C)c1ccc(-c2n[nH]c(=S)n2-c2ccccc2)cc1	8	-1	-4	-4	-6	11	-1
CCCCCN(C(=O)CCC(=O)OCC(=O)N1CCCCC1)c1c(N)n(CCCC)c(=O)[nH]c1=O	2	-6	-3	-2	0	6	-2
COc1ccccc1NS(=O)(=O)c1ccc(Cl)cc1	2	.	-1	3	4	12	1
COc1cc2[nH]c(=S)n(CC3CCCO3)c(=O)c2cc1OC (configuration not stated)	-13	.	1	3	2	-2	1
Fc1ccc(Br)cc1C1C=C(c2ccc(Br)cc2)Nc2ncnn21 (configuration not stated)	34	0	-2	-1	-10	7&20	-1
COc1cc(CC(=O)OCC(=O)Nc2ccc3c(c2)OCO3)cc(OC)c1OC	9	-4	1	.	-1	5	-2
O=C(CC(c1ccccc1)c1cc(Br)ccc1O)NCCCN1CCOCC1 (configuration not stated)	17	15	3	-11	6	5	-2

Random excerpt: 2 records from the list, in no set order.
SMILES	C2C12 statin	FN deposit inh	SIRT5 inh	CASP6 VEID inh	S100A4 inh HTS	LGR2 inh	esBAF inh
COCCNC(=O)C[C@H]1CC[C@H](NS(=O)(=O)c2ccc(C)cc2)[C@@H](CO)O1	2	11	-3	-1	-1	11	-2
COc1ccc(C#Cc2ccc3c(c2)O[C@@H](CN(C)C(=O)c2ccccn2)[C@@H](C)CN([C@@H](C)CO)S3(=O)=O)cc1	22	.	3	2	-4	9	13

Remaining list, next part
SMILES	C2C12 statin	FN deposit inh	SIRT5 inh	CASP6 VEID inh	S100A4 inh HTS	LGR2 inh	esBAF inh
O=C(Nc1cccc(O)c1)c1cccc(NC(=O)c2cccs2)c1	-6	3	-17	3	-12	-6	30
CCCNC(=O)N1CCC2(CC1)CN(C(=O)NC(C)C)[C@@H](CO)c1c2c2ccc(OC)cc2n1C	.	.	-3	-2	5	14	.
C[C@H]1CCCCO[C@@H](CN(C)C(=O)Nc2ccc(F)cc2)[C@@H](C)CN([C@@H](C)CO)C(=O)c2cc(NS(C)(=O)=O)ccc2O1	.	.	13	2	-16	3	0
CC1CCN(C(=O)CN2C(=O)NC(c3ccccc3)(c3ccccc3)C2=O)CC1	8	-2	-3	4	-3	-19	6
CCN1C(=O)[C@H]2[C@@H](c3ccc(-c4ccc(Cl)c(Cl)c4)c(OC)c3)N[C@@](Cc3ccccc3)(C(=O)OC)[C@H]2C1=O	-27	2	.	-2	3	12	0
O=S(=O)(c1ccccc1)N1CC=C(c2ccccc2)CC1	-4	.	-2	2	-5	0	0
COc1ccc(/C=C(/C#N)S(=O)(=O)c2ccc(C)cc2)cc1	6	-12	.	.	.	.	-8
O=C(CSc1nc(Nc2ccccc2)nc(N2CCOCC2)n1)Nc1ccc(Br)cc1F	2	1	1	-3	3	2	2
COc1ccccc1NC(=O)N1CC(=O)N2[C@H](C1)[C@@H](c1ccc(-c3ccc(F)cc3)cc1)[C@@H]2CO	.	.	2	0	-2	27	.
COc1ccc(N2C3=C(C(=O)CC(C)(C)C3)C(c3ccccc3OC)C3=C2CC(C)(C)CC3=O)cc1	.	-2	-4	4	-18	-3	.
C[C@@H]1CN([C@H](C)CO)C(=O)c2cc(NC(=O)C3CC3)ccc2O[C@H]1CN(C)Cc1ccncc1	-30	.	1	6	7	0	1
CC(=O)Nc1ccc(S(=O)(=O)NCC(=O)OCC(=O)Nc2sccc2C(N)=O)cc1	-1	4	-3	3	2	-2	-3
O=C1CSC(=S)N1N=Cc1c(O)ccc2ccccc12	.	9	4	31	-10	-17	.
COCCCN1C(=O)C(CC(=O)NCCCCc2ccccc2)CC(C(=O)N(C(C)C)C(C)C)=C1C (configuration not stated)	16	-9	-4	2	-1	-36	-3
COC(=O)c1ccc2c(=O)n(CCCCCC(=O)NCCNC(C)=O)c(=O)[nH]c2c1	.	1	1	0	4	-14	.
N#Cc1ccc(-c2c(-c3ccccc3)ncc3cc(F)ccc23)cc1	3	-3	.	-3	-4	-18	28
CN(CC(=O)NCc1ccccc1)S(=O)(=O)c1ccc2c(c1)CCC(=O)N2	3	-1	-1	2	4	-9	2
CCOc1ccc(N2CC(C(=O)NCCC3=CCCCC3)CC2=O)cc1 (configuration not stated)	-12	.	1	.	1	-11	0
COCCNC(=O)C[C@H]1C[C@H]2c3cc(NS(=O)(=O)c4ccc(F)cc4)ccc3O[C@H]2[C@H](CO)O1	-7	-5&-15	-3&-2	-1&0	1&-1	-6	-4
Cc1ccc(OCC(O)Cn2c(N3CCCCC3)nc3c2c(=O)[nH]c(=O)n3C)cc1 (configuration not stated)	12	3	-3	1	-13	2	2
Cc1ccccc1C(=O)c1cccn1CC(=O)NCc1ccc(Cl)cc1	17	.	1	-3	-6	-11	16
Cc1noc(C)c1NC(=O)N(C)C[C@H]1Oc2ccc(NC(=O)NC3CCCCC3)cc2CC(=O)N([C@H](C)CO)C[C@H]1C	1	.	.	2	3	-10	-5
Cc1ccc(COc2ccc(/C=N/O)cc2)cc1	.	-2	-4	-3	1	-35	.
FC(F)(F)c1ccc(Cl)c(NC2=NCCCCC2)c1	-13	8	-3	-4	7	7	-8
Cc1cc(-c2n[nH]c(=S)n2Cc2ccco2)nn1C	.	1	-4	0	-6	4	.
CCC(=O)N[C@@H]1CC[C@@H](CCn2cc(CN(C)C)nn2)O[C@H]1CO	-4	7	-4	-3	9	-14	-4
N#Cc1ccc(N2CCN(C(=O)c3cccc(F)c3)CC2)c(F)c1	7	7	-2	-1	-3	-18	2
Cc1ccc(N2CC(C(=O)Nc3c4c(nn3C(C)(C)C)CS(=O)(=O)C4)CC2=O)cc1C (configuration not stated)	3	-2	0	-2	18	12	-2
C1=C[C@H]2CCCN3CC[C@@H]([C@@H]2[C@]32CO2)[C@H]1CCOCc1ccccc1	.	-1	-2	-2	-1	-11	.
CCC(=O)N1C[C@H](C)[C@@H](OC)CN(C)C(=O)c2ccc(NC(=O)C3CCCCC3)cc2OC[C@H]1C	-8	7	-1	-1	-5	-22	4
CC(=O)Nc1ccc(S(=O)(=O)N(CC(=O)NCC2CCCO2)Cc2ccccc2Cl)cc1 (configuration not stated)	-1	-7	.	0	-5	2	5
O=C(NC1CCCC1)N[C@H]1C=C[C@@H](CC(=O)N2CCOCC2)O[C@@H]1CO	1	-2	1	0	-14	6	1
CCCn1c(=O)c2c(nc3n2CCCN3Cc2ccccc2)n(C)c1=O	-17	-2	1	1	-5	18	-1
CCCCCNCC(=O)Nc1cc(C(F)(F)F)ccc1OCCOC	.	9	-5	-2	-2	.	.
CC(C)OC(=O)CSc1nnc2c3ccccc3n(C)c2n1	.	-3	-6	3	-8	-3	.
O=C(CSc1nnc(-c2ccc(Br)cc2)o1)Nc1cccc(C(=O)O)c1	-7	.	1	1	1	17	-73
COc1ccc(CCNC(=O)CCC(=O)N2CCN(S(=O)(=O)c3ccc(Cl)cc3)CC2)cc1OC	9	4	.	.	.	.	3
O=C(Nc1ccccn1)C1CCN(S(=O)(=O)c2ccc3ccccc3c2)CC1	4	.	-1	1	-3	14	11
COC(=O)c1sccc1NC(=O)Cn1nnc(-c2ccc(C)cc2)n1	-10	11	.	.	.	.	0
COc1ccc(NC(=O)Nc2cccc3c2O[C@H](CN(C)S(=O)(=O)c2ccccc2)[C@H](C)CN([C@@H](C)CO)C3=O)cc1	1	.	2	-1	1	0	23
CCC(=O)Nc1ccccc1C(=O)OCC(=O)c1ccc2ccccc2c1	9	-7	.	.	.	.	19
CC(C)NC(=O)N(C)C[C@@H]1Oc2cc(C#Cc3cccc(F)c3)ccc2S(=O)(=O)N([C@H](C)CO)C[C@H]1C	-29	15	6	0	-2	19	6
COc1ccc(C2(O)CCN(Cc3nnnn3Cc3ccc(F)cc3)CC2)cc1	43	.	1	0	-5	-2	-3
Cc1ccn2cc(CCNC(=O)C3CCCCC3)nc2c1	11	1	6	-2	2	8	5

A portion of the library; rates above refer to the full screens.
